# APP transl inh: APP translation inhibition. inhibition, % at 2 µM. SH-SY5Y APP 5'UTR-luciferase reporter, luminescence. 190,000 compounds, 0.82% hits. AID 1285;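 active = inhibition above a set limit, derived from the sample mean plus 3 SD, cut at about 45% in these data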; also: values of inactives mirror those of a sister screen read the other way
# Hsp70 act: switches on Hsp70 transcription. activation, % at 10 µM. HeLa Hsp70 promoter luciferase reporter, luminescence; scaled: vehicle 0, proteasome-inhibitor control 100%. 200,000 compounds, 0.04% hits. AID 1203;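 active = activation above the mean across all tested compounds plus 3 SD, cutoff set per campaign, cut at about 5.5% in these data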;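 also: 100% = MG132 at 30 µM as the positive control and 0% = DMSO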
# FLuc act counter: affects firefly luciferase, flagging false hits in luciferase stimulation screens; P08659; ATPlite luciferase biochemical, luminescence, 10 min; 0 = ATP-free wells, 1 = DMSO control; activation factor at 10 µM; 200,000 tested, under 10 active; AID 1027;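 active = luciferase activation factor, scaled between plate controls, of at least 2 with compound at 10 µM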
# Target sequence (P08659 whole entry, looked up): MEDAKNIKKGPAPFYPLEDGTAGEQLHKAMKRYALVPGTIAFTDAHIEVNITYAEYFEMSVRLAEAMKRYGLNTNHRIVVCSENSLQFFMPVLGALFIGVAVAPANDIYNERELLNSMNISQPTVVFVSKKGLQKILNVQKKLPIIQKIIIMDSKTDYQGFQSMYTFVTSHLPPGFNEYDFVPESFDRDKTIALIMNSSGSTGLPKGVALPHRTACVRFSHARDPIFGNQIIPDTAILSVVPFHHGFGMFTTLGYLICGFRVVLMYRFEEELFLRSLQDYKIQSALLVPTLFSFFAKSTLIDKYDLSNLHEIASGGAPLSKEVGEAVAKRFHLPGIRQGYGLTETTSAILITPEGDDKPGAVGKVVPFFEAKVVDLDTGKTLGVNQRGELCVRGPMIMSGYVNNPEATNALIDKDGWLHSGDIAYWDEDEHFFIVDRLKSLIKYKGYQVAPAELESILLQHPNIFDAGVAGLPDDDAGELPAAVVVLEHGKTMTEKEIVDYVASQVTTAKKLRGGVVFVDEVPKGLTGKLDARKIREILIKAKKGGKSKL
#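 System: cell-free luciferase reagent; medium: PBS as buffer for the ATP substrate; doses: test compounds dosed from 2 mM stocks in 100% DMSO; incubation: 10 min, room temperature; measured by: luminescence from luciferase reaction; read-out: luciferase activation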
# G6PDH counter: inhibits Leuconostoc G6PDH, flagging false hits in G6PDH-based assays; Purified L. mesenteroides G6PDH, diaphorase/resazurin coupled fluorescence, 45 min; inhibition, % at 5 µM; 200,000 compounds, 0.12% hits; in the data active = inhibition above about 50%
# FLuc inhib CS: Photinus pyralis luciferase inhibition counter-screen; P08659; ATPLite firefly luciferase biochemical luminescence, 10 min; inhibition, % at 10 µM; 200,000 compounds, 1.5% hits; AID 1006;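 active = inhibition above about 50% when tested at 10 µM, limit read from the data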
# STAT1 act: STAT1 signaling activation. AID 932. NIH 3T3 STAT1-luciferase reporter, IFN-gamma, luminescence; 100% = IFN-gamma alone, no compound. activation (% of control), % at 5.5 µM. 200,000 compounds, 2.6% hits;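 active = activation above the screen-wide mean activation plus 3 SD, cut at about 130% in these data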;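 also: raw ratio to IFN-gamma control signal so 100% means no change and 0% no light; values of inactives mirror those of a sister screen read the other way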
# HMGR II inh: inhibitors of class II HMG-CoA reductase from Enterococcus faecalis | 190,000 compounds, 0.41% hits | purified E. faecalis HMGR, NADPH absorbance 340 nm kinetic | AID 1066 | inhibition, % at 10 µM;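 active = inhibition above a set limit, the median over all tested compounds plus 3 SD, cut at about 9.5% in these data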;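 also: enzyme runs in reverse so mevalonate oxidation gives rising NADPH absorbance; 0% = complete reaction with DMSO and 100% = background rate lacking mevalonate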
# APP 5'UTR act: APP 5'UTR luciferase reporter activation. SH-SY5Y APP 5'UTR luciferase reporter, luminescence; zero percent = DMSO vehicle wells. activation, % at 2 µM. 190,000 compounds, 1% hits. AID 1276;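 active = activation above a set limit, based on mean plus 3 SD of controls, cut at about 140% in these data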; also: values of inactives mirror those of a sister screen read the other way
# NF-kB neuron act: compounds increasing NF-kB expression in human neuronal cells; AID 1239; NF-kB reporter expression; active compounds read high; fold change at 12.5 µM; 190,000 compounds, 1.6% hits; in the data active = fold change above about 3.3
# Redox H2O2 prof: compounds producing H2O2 with reducing agent – biochemical, NIH compound library profiling, artefact control for MLSCN library redox annotation, primary screen; DTT-dependent redox cycling H2O2, phenol red/HRP absorbance; 100% = 100 µM peroxide control, 0% = buffer; 200,000 compounds, 0.03% hits; AID 878; activation, % at 10 µM;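 active = activation of at least 50% relative to the plate's high and low controls in the primary single-dose screen; inactive = activation below 50%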;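 also: compound incubated with DTT at 0.8 mM final as the reducing agent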
# Starred values were filed as active, the others as inactive; · = not tested or not shown.
1. CCn1ccnc1C(O)c1cccc(OC)c1 (centres undefined)
2. COc1ccccc1NC(=O)N(Cc1cc2cc(OC)c(OC)cc2[nH]c1=O)CC1CCCO1 (centres undefined)
3. CCc1ccc2nc(N=C(N)N)nc(C)c2c1
4. CC1(C)Cc2c(c(-c3ccco3)nc3sc4c(NCCN5CCOCC5)ncnc4c23)CO1
5. Cc1ccc(C(=O)C(C(=O)/C=C/c2ccccc2)=C2SCCCS2)cc1
6. COc1cc(Cl)c(C)cc1NC(=O)CSc1ccc(C)cc1
7. CNC(=O)/C(C#N)=C/c1c(F)cccc1Cl
8. O=C(NCCN1CCCCC1)c1c(O)c2ccccc2[nH]c1=O

Assay by compound	1	2	3	4	5	6	7	8
APP transl inh	-5	2	-14	-3	38	-8	6	-9
Hsp70 act	-0.3	0.1	1.0	-0.3	1.5	-0.3	0.1	0.3
FLuc act counter	1.1	1	1	1	1	1	1	1
G6PDH counter	-3	8	7	-9	3	7	-18	20
FLuc inhib CS	-9	-3	-2	-2	-4	-2	1	-5
STAT1 act	104	100	92	88	78	104	83	109
HMGR II inh	-4	-1	-3	-14	1	0	4	-1
APP 5'UTR act	5	-2	15	3	-38	8	-6	9
NF-kB neuron act	1.1	0.77	1.2	0.35	2.6	0.93	0.99	1.4
Redox H2O2 prof	1.1	0.2	-0.8	0.0	-0.6	1.9	0.0	-0.1

9. O=C(c1cccc(Cl)c1)N1CCC(=O)N(C(COCc2ccccc2)Cc2ccccc2)CC1 (centres undefined)
10. CCOc1ccc(N2C(=O)CC(N3CCC(O)(c4ccc(Br)cc4)CC3)C2=O)cc1 (centres undefined)
11. O=c1[nH]c(SCc2ccc(F)cc2Cl)nc2ccccc12
12. O=C(Nc1ccccc1C(=O)N1CCNCC1)c1ccco1
13. Nc1ccc(S(=O)(=O)Nc2ccccn2)cc1
14. COc1ccc(OC)c(S(=O)(=O)NCC2CCCO2)c1 (centres undefined)
15. O=C(CCNc1cccc(F)c1)c1cccc([N+](=O)[O-])c1
16. COc1cc(CNC(C)C)c(Br)cc1OC1CCCC1

Assay by compound	9	10	11	12	13	14	15	16
APP transl inh	-12	9	-17	10	11	9	-10	17
Hsp70 act	0.0	-0.2	-0.2	-0.2	-0.4	-0.1	-0.3	0.0
FLuc act counter	1.1	1.1	1	1	1	1	1.1	1
G6PDH counter	8	3	4	4	13	8	9	15
FLuc inhib CS	-6	-6	-4	-4	-4	-2	-8	-5
STAT1 act	98	95	99	103	98	92	107	94
HMGR II inh	-2	0	-4	1	-4	1	4	0
APP 5'UTR act	12	-9	17	-10	-11	-9	10	-17
NF-kB neuron act	1.1	0.83	1.1	1.1	1	1.3	1.3	1.1
Redox H2O2 prof	0.4	0.1	-0.3	2.4	-0.4	-3.4	-0.5	0.4

17. Cc1noc(C)c1COc1cccc(C(=O)N2CCc3ccccc32)c1
18. O=C1c2ccccc2-c2nc3ncnn3c(-c3ccccc3)c21
19. CCOC(=O)c1[nH]c2ccccc2c1NC(=O)C(CC)CC
20. Cc1cc(C)c(O)c(-c2cc(C(=O)Nc3ccc(S(=O)(=O)N4CCOCC4)cc3)[nH]n2)c1
21. CC(C)N(Cc1nc(-c2ccc(Cl)cc2)no1)Cc1nccn1C
22. O=C(Cn1nnc(-c2ccc(S(=O)(=O)N3CCCC3)cc2)n1)NCC1CCCO1 (centres undefined)
23. CC(=O)c1c(C)[nH]c(C2=NNC(=NC(C)(C)C)SC2)c1C
24. COc1ccc(CCN2C(=O)CC(C(N)=O)SC2=Nc2ccccc2)cc1OC (centres undefined)

Assay by compound	17	18	19	20	21	22	23	24
APP transl inh	3	8	2	-4	29	31	-46	4
Hsp70 act	-0.2	0.0	-0.4	-0.2	-0.2	0.2	0.1	0.1
FLuc act counter	1	·	1.1	1	1	1	0.8	1
G6PDH counter	-4	·	2	-3	19	-7	13	1
FLuc inhib CS	-3	·	-9	-3	0	-2	15	-4
STAT1 act	106	105	102	91	103	105	118	101
HMGR II inh	-4	·	-2	1	-9	-2	0	-2
APP 5'UTR act	-3	-8	-2	4	-29	-31	46	-4
NF-kB neuron act	0.92	·	1	0.42	1.1	1	2.9	1.1
Redox H2O2 prof	-0.1	2.6	-1.3	0.9	-0.5	0.0	-0.3	-1.2

# 4 records drawn at random from those above, as already listed:
21. CC(C)N(Cc1nc(-c2ccc(Cl)cc2)no1)Cc1nccn1C
17. Cc1noc(C)c1COc1cccc(C(=O)N2CCc3ccccc32)c1
18. O=C1c2ccccc2-c2nc3ncnn3c(-c3ccccc3)c21
22. O=C(Cn1nnc(-c2ccc(S(=O)(=O)N3CCCC3)cc2)n1)NCC1CCCO1 (centres undefined)

Assay by compound	21	17	18	22
APP transl inh	29	3	8	31
Hsp70 act	-0.2	-0.2	0.0	0.2
FLuc act counter	1	1	·	1
G6PDH counter	19	-4	·	-7
FLuc inhib CS	0	-3	·	-2
STAT1 act	103	106	105	105
HMGR II inh	-9	-4	·	-2
APP 5'UTR act	-29	-3	-8	-31
NF-kB neuron act	1.1	0.92	·	1
Redox H2O2 prof	-0.5	-0.1	2.6	0.0

# Next section
25. CC(=O)/C(N=Nc1ccc(SC(F)F)cc1)=C(\C)O
26. C/C(=N\NC(=O)c1c(Br)cnn1C)c1ccc(NC(=O)c2ccc(F)cc2)cc1
27. CC1=C(C#N)CCC(=O)N1Cc1c(F)cccc1Cl
28. S=C(N/N=C/c1ccc(Cl)c(Cl)c1)Nc1ccccc1Cl
29. Cc1cc(=O)n(CC=C(Cl)Cl)c2ccccc12
30. Cc1cc(Cl)c(S(=O)(=O)N2CCCC2)cc1OCC(N)=O
31. Cc1ccc(SCc2nc(N)nc(Nc3ccccc3C)n2)cc1C
32. C=CCSc1nc(O)c(CC)c(=O)n1C(C)CC (centres undefined)

Assay by compound	25	26	27	28	29	30	31	32
APP transl inh	1	-67	-4	-48	-5	-17	-9	10
Hsp70 act	-0.1	-0.4	0.0	-0.1	-0.3	0.1	-0.4	0.0
FLuc act counter	1.1	1.1	1	1	1.1	1	1	1
G6PDH counter	6	4	2	-2	5	0	-9	11
FLuc inhib CS	-6	-6	-2	-2	-6	-5	-1	-3
STAT1 act	118	102	108	124	101	96	99	101
HMGR II inh	-6	-4	3	0	-2	-2	-5	-2
APP 5'UTR act	-1	67	3	47	5	17	9	-10
NF-kB neuron act	1.3	1.3	1.1	1.1	1.1	1.1	1.4	1.2
Redox H2O2 prof	-2.1	-1.7	-0.3	-1.6	13	-1.2	0.3	-1.2

33. CCOC(=O)C1CCCN(Cc2ccccc2Cl)C1 (centres undefined)
34. CCCCNC(=O)OCC(CC)NC(=O)OC(C)C (centres undefined)
35. CCOC(=O)C1CCN(C(=O)c2cccc(C(=O)N3CCC(C(=O)OCC)CC3)c2)CC1
36. O=C(NCCOc1ccccc1Cl)C(=O)NCCOc1ccccc1Cl
37. C/C(=N\OCC(=O)Nn1c(=O)[nH]c2ccccc2c1=O)c1ccccc1
38. CCCN1CCC(=NNC(=O)CSc2cc(C)c(Br)cc2C)CC1
39. CCOC(=O)c1c(C)nc2ccc(C)cn12
40. CSc1nc(NC(C)(C)C)nc(N2CCOCC2)n1

Assay by compound	33	34	35	36	37	38	39	40
APP transl inh	16	0	4	-7	-12	2	-4	-1
Hsp70 act	-0.3	0.2	-0.3	-0.2	-0.1	-0.3	-0.5	0.1
FLuc act counter	1.1	1.1	1	1.1	1	1.1	1.1	1.1
G6PDH counter	5	4	4	9	8	-9	2	0
FLuc inhib CS	-8	-6	-4	-7	2	-12	-6	-6
STAT1 act	104	104	106	99	100	105	98	93
HMGR II inh	-8	-6	0	-1	-1	0	-27	-5
APP 5'UTR act	-16	0	-4	7	12	-2	4	1
NF-kB neuron act	1.6	0.94	0.98	0.97	1	1.1	0.93	1
Redox H2O2 prof	0.2	-1.6	1.3	0.6	0.4	0.2	0.1	-0.7

41. O=C1c2ccccc2NC(c2ccccc2)N1NS(=O)(=O)c1ccccc1 (centres undefined)
42. C/C(=N\O)c1ccc2[nH]ccc2c1
43. c1csc(C2=Nn3c(nnc3-c3ccncc3)SC2)c1
44. CC(C)(C)c1cc(CCC(=O)N2CCNCC2)c(C(C)(C)C)cc1O
45. O=c1c2cn[nH]c2nc(SCc2ccccc2F)n1-c1ccc(Br)cc1
46. CCCc1ccc(OCc2ccc(C(=O)OC)o2)c(OC)c1
47. COc1ccc(/C=N/Nc2ccccn2)c(OC)c1OC
48. O=C(Nc1cc(C(F)(F)F)ccc1-n1cncn1)c1ccc(Cl)cc1

Assay by compound	41	42	43	44	45	46	47	48
APP transl inh	6	-14	20	2	-10	-71	-36	1
Hsp70 act	-0.2	0.0	-0.1	-0.3	-0.7	-0.1	0.2	-0.1
FLuc act counter	1	1	1	1.1	1	0.9	0.8	1.1
G6PDH counter	1	8	6	19	-4	14	-5	6
FLuc inhib CS	-4	-4	2	-5	-5	5	21	-7
STAT1 act	89	119	96	94	111	132*	115	98
HMGR II inh	-7	-3	1	2	-1	-5	-1	-1
APP 5'UTR act	-6	14	-20	-2	10	71	36	-1
NF-kB neuron act	1.4	1.6	0.7	1.1	0.94	2.8	1	1.2
Redox H2O2 prof	-1.3	1.5	-2.9	0.2	0.8	2.1	-1.8	0.2

# Results in sequence from the list:
# Nos. 43–46 in FLuc inhib CS, in turn: 2, -5, -5, 5
# Nos. 43–46 in Redox H2O2 prof, in turn: -2.9, 0.2, 0.8, 2.1
# Nos. 43–46 in STAT1 act, in turn: 96, 94, 111, 132*

# Sorted by molecular weight (low to high): some entries from above.
42. C/C(=N\O)c1ccc2[nH]ccc2c1
47. COc1ccc(/C=N/Nc2ccccn2)c(OC)c1OC
48. O=C(Nc1cc(C(F)(F)F)ccc1-n1cncn1)c1ccc(Cl)cc1

Assay by compound	42	47	48
APP transl inh	-14	-36	1
Hsp70 act	0.0	0.2	-0.1
FLuc act counter	1	0.8	1.1
G6PDH counter	8	-5	6
FLuc inhib CS	-4	21	-7
STAT1 act	119	115	98
HMGR II inh	-3	-1	-1
APP 5'UTR act	14	36	-1
NF-kB neuron act	1.6	1	1.2
Redox H2O2 prof	1.5	-1.8	0.2

# (further entries)
49. O=S(=O)(NCC1OCCc2ccccc21)c1ccc(S(=O)(=O)N2CCOCC2)cc1 (centres undefined)
50. COc1cc2[nH]c(=S)nc(NCC3CCCO3)c2cc1OC (centres undefined)
51. CSCCCNC(=S)Nc1cccc(S(=O)(=O)NC2=NCCC2)c1
52. O=C(COC(=O)CCOc1ccccc1)Nc1ccc(Cl)cn1
53. O=C(N/N=C/c1ccc(N2CCOCC2)cc1)C1COc2ccccc2O1 (centres undefined)
54. CCOC(=O)Cn1c(C)c(Br)c(=O)c2cccc(C)c21
55. CCOC(=O)c1cccc(NC(=O)/C=C/c2ccc([N+](=O)[O-])cc2)c1
56. Cc1ccc(S(=O)(=O)Nc2cccc(NC(=O)CN3CCCCC3)c2)cc1

Assay by compound	49	50	51	52	53	54	55	56
APP transl inh	11	1	-12	5	8	-16	10	-8
Hsp70 act	0.4	-0.4	0.1	0.1	0.0	-0.2	-0.6	-0.2
FLuc act counter	1	1	1.1	1	1.1	1	0.9	1.1
G6PDH counter	9	2	0	-20	-7	4	1	-3
FLuc inhib CS	-4	-4	-7	-4	-6	-4	14	-6
STAT1 act	101	104	99	104	110	106	98	88
HMGR II inh	-3	-12	-5	-1	-7	1	-4	-3
APP 5'UTR act	-11	-1	12	-5	-8	16	-10	8
NF-kB neuron act	0.99	1.1	1.1	0.99	1.2	1.1	0.93	1
Redox H2O2 prof	1.0	0.1	-1.7	2.4	-2.1	-2.1	0.0	0.6

# Screening data (PubChem BioAssay)
